BRCA1 expr act: BRCA1 expression activation; AID 624202; Potency, µM (doses to about 46.1 µM), without a hit: top-dose activation, actives largely listed as activators; MCF7-BRCA1-FFLuc reporter, luminescence, 48 h; response scale: scaled: vehicle 0%, 10 µM genistein 100%; 380,000 compounds, 1.1% hits; active = well fitted activation curve with a large enough effect; inconclusive = small, poorly fitted or top-dose-only effect; inactive = no such curve, though single readings can be large or run the other way; note: nearly all actives have a fitted effect of over 80% in size; some results filed as inactive show a strong effect at the top dose
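MCF7-BRCA1-FFLuc, 2000 cells/well; 2 h attach, 37 °C/5% CO2; compound 48 h; luciferase substrate 15 min; luminescence end-point. Norm. to genistein 10 microM max activation and DMSO; concentration-response curves fitted.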
An asterisk follows results filed as active; u = inconclusive. Potency is the fitted concentration of half-maximal effect. Some of the compounds tested. The share of hits here may be higher or lower than overall.

SMILES	BRCA1 expr act
CSc1ccc(CN2CCC(C)(Oc3cccc(Cl)c3)C2)cc1 (stereo unspecified)	-6%
O=C(Nc1ccc(Cl)cc1)c1csc([C@@H]2C[C@H](O)[C@@H](CO)O2)n1	5%
Cn1nc(C(C)(C)C)cc1C(=O)N1CCCC(c2cc(C(=O)Nc3ccccc3Cl)no2)C1 (stereo unspecified)	-10%
CCCS(=O)(=O)NC(=O)C1(C)CCN(C(=O)c2snnc2C)C1 (stereo unspecified)	2%
COc1ccc(CN(C)C(=O)[C@H]2O[C@@H](n3ccc(N)nc3=O)[C@H](O)[C@@H]2O)cc1OC	9%
COc1ccc(CNC(=O)CN2CCC(NC(=O)c3cccc(OC)c3)CC2)cc1	0%
CCc1nc2ccc(C(=O)Nc3ccc(OC)c(OC)c3)cn2c1N(CC)Cc1ccc(OC)c(OC)c1	0%
CCCCN1C(=O)C(CC(=O)NC2CCCCC2)CC(C(=O)N(C)C)=C1C (stereo unspecified)	5%
CCC(=O)Nc1ccc(C(=O)NNC(=O)CCCCC(=O)NNC(=O)c2ccc(NC(=O)CC)cc2)cc1	-3%
O=C(COc1ccc(Br)cc1Br)NN1C(=O)c2ccccc2C1=O	-1%
O=c1[nH]nnc2c1cnn2-c1ccccc1	-4%
OC(CN(Cc1ccccc1)Cc1ccccc1)c1ccccc1 (stereo unspecified)	-35%
FC(F)(F)c1nc2nc(Cl)c(Cl)nc2[nH]1	-7%
O=C(NCc1cc(Cl)cc(Cl)c1)c1ccc2nc(COCCO)[nH]c2c1	-11%
COc1ccc(-c2nc3c(C)cc(Br)cn3c2Cc2cccc(F)c2)cc1OC	-37%
Cc1ccc(-c2nnc3ccc(SCC(=O)c4ccccc4)nn23)cc1	-7%
C[C@@H]1CN([C@H](C)CO)C(=O)c2cc(Br)cnc2O[C@@H]1CN(C)C(=O)NC1CCCC1	21%
Cc1cc(C)cc(CC(=O)N2CCC2(C)C(=O)NS(=O)(=O)c2ccccc2C)c1 (stereo unspecified)	19%
Cc1ccc(-c2csc(C(C)(O)c3cccc(F)c3)n2)cc1C (stereo unspecified)	3%
CCN(CC)CCN(C(=O)c1ccc2c(c1)CCCC2)c1nc2c(OC)cccc2s1	-21%
CC(C)Oc1ccc(S(=O)(=O)N2CCOCC2)cc1NC(=O)c1nn(C)c(=O)c2ccccc12	10%
COCCCN1C(=O)C(CC(=O)NCCc2ccccn2)CC(C(=O)N2CCOCC2)=C1C (stereo unspecified)	2%
CCCCNC(=O)C1(C)CCCCN1C(=O)c1ccc2c(c1)CCO2 (stereo unspecified)	2%
COc1ccc(C(=O)N2CCOCC2c2cc(C(=O)NCc3ccccc3)no2)cc1 (stereo unspecified)	13%
CCN1C(=O)N[C@@H](c2cccc(C(F)(F)F)c2)[C@H](C(=O)OC)[C@H]1C	2%
O=C1c2cc(S(=O)(=O)N3CCOCC3)ccc2-c2ccc(S(=O)(=O)N3CCOCC3)cc21	-1%
COc1cc2c(NC3CCN(C)CC3)nc(N3CCCN(C)CC3)nc2cc1OCC1CCNCC1	-8%
COc1ccc([C@H]2CN(c3ccc(OC)cc3)C(=O)[C@@H]2CC(=O)Nc2ccccc2)cc1	14%
CCc1nc2ccc(C(=O)NCCCn3ccnc3)cn2c1N(C)Cc1ccc(OC)cc1	0%
CN(Cc1ccc(Cl)cc1)C(=O)c1[nH]c(C(F)(F)F)nc1-c1ccccc1	4%

Given as labelled records: entries from further up.
> CCN1C(=O)N[C@@H](c2cccc(C(F)(F)F)c2)[C@H](C(=O)OC)[C@H]1C
  BRCA1 expr act = 2%
> O=C1c2cc(S(=O)(=O)N3CCOCC3)ccc2-c2ccc(S(=O)(=O)N3CCOCC3)cc21
  BRCA1 expr act = -1%
> COc1cc2c(NC3CCN(C)CC3)nc(N3CCCN(C)CC3)nc2cc1OCC1CCNCC1
  BRCA1 expr act = -8%
> COc1ccc([C@H]2CN(c3ccc(OC)cc3)C(=O)[C@@H]2CC(=O)Nc2ccccc2)cc1
  BRCA1 expr act = 14%

More structures follow:
SMILES	BRCA1 expr act
O=C(C[n+]1cccc(Br)c1)c1ccc2ccccc2c1	u
CCCc1nc2ccc(C)cn2c1Cc1cccc(F)c1	40%
O=C1[C@H]2[C@@H](c3ccccc3)N[C@]3(CCCN(Cc4ccccc4)C3=O)[C@H]2C(=O)N1Cc1ccccc1	4%
CC1(Oc2cccc(Cl)c2)CCN(Cc2ccc(OC(F)(F)F)cc2)C1 (stereo unspecified)	18%
COCCCNC(=O)C[C@@H]1C[C@@]2(C(=O)OC)CCCCC=C2N(Cc2ccccc2)C1=O	7%
CCN1C[C@@H]2[C@@H]3C(=O)N(Cc4ccccc4)C(=O)[C@@H]3[C@](Cc3ccccc3)(C1=O)N2C(=O)c1ccc(C(F)(F)F)cc1	2%
Oc1ccc2ccccc2c1CN1CCCCC1	-15%
CCOc1ccc2nc(NC(=O)C3(C)CC3(Br)Br)sc2c1 (stereo unspecified)	u
COc1cc2c(cc1OC)C(c1ccccc1)N(Cc1ccc(S(=O)(=O)NC(=O)c3ccco3)cc1)CC2 (stereo unspecified)	22%
CCCCn1c2c(cc(C(=O)OC)c1=O)C(=O)CCC2	8%
C[C@@H]1CN([C@H](C)CO)C(=O)CCCn2nncc2CO[C@H]1CN(C)C(=O)C1CC1	24%
CCNC(=O)C1(C)CCCN(C(=O)c2cccnc2Oc2ccccc2)C1 (stereo unspecified)	0%
CC(=NNc1nc2ccccc2o1)c1ncccn1	u
COc1ccc(NS(=O)(=O)c2cc(NC(=O)C3=NN(c4ccccc4)C(=O)CC3)ccc2C)cc1	-38%
O=C(Cc1cccc(NC(=O)C2CCN(C(=O)C3CC3)CC2)c1)Nc1cccc(C(=O)N2CCOCC2)c1	14%
CC(=O)Nc1ccc(CN2CCC2(C)C(=O)NC2CCN(Cc3ccccc3)CC2)cc1 (stereo unspecified)	0%
O=C(C1=C[C@@H](c2ccc(C(F)(F)F)cc2)C[C@@H](OCCCCO)O1)N1CCCCCCC1	-12%
COc1ccc(NC(=O)c2cccc3ccccc23)cc1OC	-3%
CC1(C)CC(=O)C=C(C#CC2(O)CCCCC2)C1	-20%
COc1cccc(-c2cnc3c(NC=O)cc(-c4ccoc4)cn23)c1	-32%
COc1ccc(NC(=O)C2(C)CCCN(C(C)C)C2)cc1F (stereo unspecified)	4%
Cc1cc(N2CCc3ccccc32)n2ncnc2n1	-15%
CC1(C(=O)NS(=O)(=O)c2cccc(F)c2)CCN1C(=O)CC1CCCCC1 (stereo unspecified)	17%
COc1cccc(/C=C/C(=O)OCC(=O)Nc2ccc3c(c2)OCCO3)c1	13%
CCCCOC1NC(=O)NC(=O)C1(F)C(=O)OCC (stereo unspecified)	15%
CCc1nc2ccc(C(=O)NCc3ccc4c(c3)OCO4)cn2c1N(C)CCC(C)C	0%
Cc1ccc(-c2nn3c(-c4ccccc4)nnc3o2)cc1	-1%
Brc1cccc(-c2nc3c4ccccc4ccn3c2Cc2ccsc2)c1	-33%
O=C(CC[C@H]1O[C@@H](n2cnc3c(NC(=O)c4ccccc4)ncnc32)[C@H](O)[C@@H]1O)NCc1ccco1	12%
Cc1cc(Cl)ccc1OCC(=O)Nc1cccc(-c2nc3ccccc3o2)c1	10%
CCOc1ccc(CCN2C(=S)N([C@@H](CC(C)C)CN3CCCC3CN3C(=S)NC[C@@H]3Cc3ccc(O)cc3)C[C@@H]2CC(C)C)cc1 (stereo partly specified)	-38%
Cc1nn(C)c(C)c1NC(=O)CSc1nc(Cc2ccccc2)nc2c1cnn2-c1ccccc1	-14%
CC(=O)Nc1cc(-c2cccc(F)c2)cn2c(-c3ccc(F)cc3)cnc12	-16%
O=C(OCc1cn([C@@H]2CN(CC3CCCCC3)[C@@H](c3ccccc3)C[C@H]2O)nn1)c1ccccc1	-37%
CC1(C(=O)NCc2ccc3c(c2)OCO3)CCN1C(=O)Cc1cccs1 (stereo unspecified)	-5%
COc1ccc(N=CC2CCCCC2=O)c([N+](=O)[O-])c1 (stereo unspecified)	u
O=C1/C(=C/c2ccccn2)SC(=S)N1Nc1ncc(C(F)(F)F)cc1Cl	-10%
C[C@@H]1CN([C@H](C)CO)C(=O)CCCn2nncc2CO[C@@H]1CN(C)S(=O)(=O)c1cccs1	1%
CN(C)C(=O)c1cc2c(c(-c3cccc(-c4ccccc4F)c3)n1)[C@@H](CCO)N(S(C)(=O)=O)C2	21%
Nc1ccc2c(c1)Cc1cc(N)c(Cl)cc1-2	76%
O=C(NCc1ccccc1CN1CCCC1)c1ccc(S(=O)(=O)Nc2ccccc2F)cc1	-10%
CC(=O)N1CCOc2ccc(S(=O)(=O)NC[C@H]3O[C@@H](n4ccc(N)nc4=O)[C@H](O)[C@@H]3O)cc21	-8%
COC(=O)[C@]12CCCCC=C1N(Cc1ccco1)C(=O)[C@H](CC(=O)N1CCC(c3ccccc3)CC1)C2	-13%
CCOc1ccc(CNC(=O)CN2C(=O)CSc3ccc(S(=O)(=O)N4CCOCC4)cc32)cc1	-11%
COc1ccc(F)cc1S(=O)(=O)N1CCc2ccccc2C1	-4%
CCCn1cnc2c(Sc3c([N+](=O)[O-])ncn3C)nc(N)nc21	-24%
Cc1ccc(S(=O)(=O)n2c(N)nc3cc(C)c(C)cc32)cc1	1%
O=C(NCc1ccc(F)cc1)c1cc(C2CCCCN2S(=O)(=O)c2ccccc2)on1 (stereo unspecified)	-1%
OC(c1ccc(Cl)c(F)c1)c1ncc(-c2cccc(F)c2)[nH]1 (stereo unspecified)	-5%
Cc1cn(C2CCCCO2)c(=O)nc1NO (stereo unspecified)	-7%
COc1cc(Br)cc2cc(C(=O)OC3CCN(C)CC3)c(=O)oc12	-49%
CN(CC(=O)Nc1cc(S(=O)(=O)N2CCCC2)ccc1Cl)Cc1nc2ccccc2c(=O)[nH]1	-17%
CN1CCc2nc(SCc3ccc(Cl)cc3)c(C#N)c(-c3cccs3)c2C1	0%
CC1=CC(c2ccccc2)n2nc(N)nc2N1 (stereo unspecified)	3%
CCCCCCCCCCCCCCCC[N+](C)(C)CCl	-84%
COc1cc(C(=O)NCCc2ccc3c(c2)OCO3)cc(OC)c1OC	-7%
COCCn1c(SCC(=O)Nc2ccc(F)cc2)nc2c(c1=O)SCC2	-1%
CC1C(=O)N(Cc2cn(CCC3OCCCO3)nn2)CCS(=O)(=O)N1Cc1ccc(-c2ccc(F)cc2)cc1 (stereo unspecified)	2%
CC(=O)c1cc2ccccc2c2ccccc12	8%
O[C@@H]1C[C@H](c2ccc(Cl)cc2)N(Cc2cccs2)C[C@H]1n1cc(C2CC2)nn1	15%

Random excerpt: seven records from the list.
SMILES	BRCA1 expr act
CC1=CC(c2ccccc2)n2nc(N)nc2N1 (stereo unspecified)	3%
COCCn1c(SCC(=O)Nc2ccc(F)cc2)nc2c(c1=O)SCC2	-1%
CN(CC(=O)Nc1cc(S(=O)(=O)N2CCCC2)ccc1Cl)Cc1nc2ccccc2c(=O)[nH]1	-17%
O=C(NCc1ccc(F)cc1)c1cc(C2CCCCN2S(=O)(=O)c2ccccc2)on1 (stereo unspecified)	-1%
OC(c1ccc(Cl)c(F)c1)c1ncc(-c2cccc(F)c2)[nH]1 (stereo unspecified)	-5%
CCCn1cnc2c(Sc3c([N+](=O)[O-])ncn3C)nc(N)nc21	-24%
COc1cc(C(=O)NCCc2ccc3c(c2)OCO3)cc(OC)c1OC	-7%

Following part:
SMILES	BRCA1 expr act
COc1ccc(/C=C/c2nnc(NC(=O)COc3ccc(Cl)cc3)s2)cc1	89%
Clc1nc(NCC2CCCO2)c2[nH]cnc2n1 (stereo unspecified)	8%
C=C1C(=O)OC2C1C(OC(=O)C(C)=CC)CC(=C)C1C(O)C3OC3(C)C21O (stereo unspecified)	-27%
CCC1(c2ccccc2)SCC(c2ccccc2)=NC1=O (stereo unspecified)	-41%
C[C@@H]1CN([C@@H](C)CO)S(=O)(=O)c2ccc(Br)cc2O[C@H]1CN(C)C(=O)C1CCCCC1	0%
Cc1ccc(S(=O)(=O)N2CCN(CCO)CC2)cc1-c1nnc2c3ccccc3c(C)nn12	2%
CN(C)CCN1CCN([C@H]2CS(=O)(=O)N[C@@H]2COCc2ccccc2)CC1	21%
COc1ccc(NC(=O)CCCOc2ccc(C)cc2)cc1S(=O)(=O)N1CCCCC1	-27%
COc1cc(C#N)c(NC(=S)N2CCN(C(=O)c3ccco3)CC2)cc1OC	-4%
COc1ccc([C@H]2C[C@H](n3cc(COC(=O)c4ccccc4)nn3)[C@@H](O)CN2C(=O)c2cccs2)cc1	-6%
CCN(C(=O)COC(=O)CCCc1c[nH]c2ccccc12)c1c(N)n(Cc2ccccc2)c(=O)[nH]c1=O	-23%
CC1=CC2(C)C(C3C(C)=CC2(C)C(=O)C3(C)O)C(C)(O)C1=O (stereo unspecified)	23%
O=C(C[n+]1ccc2ccccc2c1)c1ccc(O)c(O)c1	6%
C[C@@H]1CN([C@@H](C)CO)S(=O)(=O)c2ccc(-c3cccc(C#N)c3)cc2O[C@@H]1CN(C)C(=O)c1ccc(F)cc1	0%
C=CCN1c2ccccc2Sc2cnccc21	6%
CC(=O)Nc1ccc(OCc2ccccc2)cc1[N+](=O)[O-]	41%
C[C@@H]1CN([C@H](C)CO)C(=O)c2cc(-c3ccc(C(=O)N(C)C)cc3)cnc2O[C@@H]1CN(C)C(=O)c1cccnc1	5%
CC(=O)N(C)c1ccc(N=Cc2cc3c(cc2[N+](=O)[O-])OCO3)cc1	0%
Cn1nccc1-c1ccc(C(=O)NCc2ccc(Cl)cc2)c2occc12	69%
CCc1ccc2oc(-c3cc(NC(=O)COc4ccc(C)cc4)ccc3O)nc2c1	-1%
O=c1[nH]c2ccccc2cc1-c1nnn(-c2ccccc2)n1	0%
CC(NC(=O)c1ccc(Cl)c(S(=O)(=O)NC2CC2)c1)c1ccco1 (stereo unspecified)	-25%
O=C(Nc1ccc(OC(F)F)cc1)c1nc(S(=O)(=O)Cc2ccccc2F)ncc1Cl	-73%

Screening data: PubChem, National Center for Advancing Translational Sciences (NCATS)
